Rv3671c inh: Rv3671c serine protease inhibitors, primary screen, biochemical, fluorescence polarization, M. tuberculosis H37Rv; inhibition, % at 5.96 µM; 0.048% of 320,000 active; P9WHR9; in the data active = inhibition above about 38%;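 also: extracellular domain of Rv3671c used as enzyme; 0% = enzyme with DMSO and 100% = no enzyme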
UGM FP inh: M. tuberculosis UGM enzyme inhibitors, primary screen, biochemical, fluorescence polarization, single point; AID 504406, 2011; inhibition, % at 10 µM; purified UGM, fluorescence polarization probe displacement; UDP-galactopyranose mutase (Mycobacterium tuberculosis (strain ATCC 25618 / H37Rv)), …; 0.06% of 320,000 active; in the data active = inhibition above about 10%, passing the limit was not always enough; inconclusive = no clear call, values can overlap the other calls
Target sequence (P9WIQ1 whole entry, looked up): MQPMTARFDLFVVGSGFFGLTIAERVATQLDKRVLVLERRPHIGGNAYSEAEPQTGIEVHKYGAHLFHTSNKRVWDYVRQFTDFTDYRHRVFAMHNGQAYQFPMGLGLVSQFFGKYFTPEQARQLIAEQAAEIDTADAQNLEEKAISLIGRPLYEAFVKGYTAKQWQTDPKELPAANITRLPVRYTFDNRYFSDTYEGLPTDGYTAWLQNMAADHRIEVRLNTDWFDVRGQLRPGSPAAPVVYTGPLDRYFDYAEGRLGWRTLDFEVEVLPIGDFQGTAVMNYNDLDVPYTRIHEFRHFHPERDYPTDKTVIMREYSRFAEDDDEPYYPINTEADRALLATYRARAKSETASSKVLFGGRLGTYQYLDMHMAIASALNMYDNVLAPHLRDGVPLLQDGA
BoNT-F LC inh: BoNT/F light chain protease inhibitors, primary screen, biochemical, flow cytometry, MLPCN library; 0.22% of 360,000 active; Multiplex microsphere protease cleavage assay; inhibition, % at 10 µM; AID 588497, 2011; Botulinum neurotoxin type F light chain protease (Clostridium botulinum); in the data active = inhibition above about 35%, passing the limit was not always enough; inconclusive = no clear call, values can overlap the other calls; also: plate controls were buffer without enzyme for full effect and enzyme alone for no effect
GDH-TPI inh: GDH-TPI coupling enzyme inhibitors, primary screen, artefact control for M. tuberculosis FBA inhibitor project, biochemical, absorbance, full deck; 1.2% of 360,000 active; GDH-TPI coupled enzyme counterscreen, NADH absorbance; inhibition, % at 4.8 µM; in the data active = inhibition above about 30%;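 also: 0% = DMSO wells and 100% = wells lacking the enzyme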
PrPC surface inh: inhibitors of human cell surface prion protein PrPC, primary screen, cell-based, TR-FRET; inhibition, % at 13.8 µM; AID 720596, 2013; 0.43% of 370,000 active; TR-FRET read-out; in the data active = inhibition above about 24%; also: 0% = median of the test wells and 100% = reference compound wells
Mtb BioA inh: M. tuberculosis BioA enzyme inhibitors, primary screen, biochemical, plate reader, single point, HTS; 7,8-diaminopelargonic acid synthase BioA (Mycobacterium tuberculosis); purified M. tuberculosis BioA enzyme; inhibition, % at 9.99 µM; 0.096% of 360,000 active; AID 602481, 2012; in the data active = inhibition above about 40%; inconclusive = no clear call, values can overlap the other calls
MazF activator: activators of E. coli MazEF toxin-antitoxin RNase, primary screen, biochemical, fluorescence, uHTS. Endoribonuclease toxin MazF (Escherichia coli (strain K12)), P0AE70. FAM/BHQ RNA-DNA oligo cleavage fluorescence, 5 h. activation, % at 20 µM. 0.32% of 350,000 active. AID 504720, 2011; in the data active = activation above about 50%
Target sequence (P0AE70 whole entry, looked up): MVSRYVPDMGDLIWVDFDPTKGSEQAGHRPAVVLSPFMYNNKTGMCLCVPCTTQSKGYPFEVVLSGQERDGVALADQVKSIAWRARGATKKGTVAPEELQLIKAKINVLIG
Mtb FBA inh: Mtb FBA enzyme inhibitors, primary screen, biochemical, fluorescence, strain H37Rv; 2.3% of 360,000 active; inhibition, % at 1 µM; purified M. tuberculosis FBA, fluorescence read-out; Fructose-bisphosphate aldolase (Mycobacterium tuberculosis (strain ATCC 25618 / H37Rv)), …; AID 588726, 2011; in the data active = inhibition above about 27%;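 also: 0% = vehicle and 100% = reference inhibitor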
Target sequence (P9WQA3 whole entry, looked up): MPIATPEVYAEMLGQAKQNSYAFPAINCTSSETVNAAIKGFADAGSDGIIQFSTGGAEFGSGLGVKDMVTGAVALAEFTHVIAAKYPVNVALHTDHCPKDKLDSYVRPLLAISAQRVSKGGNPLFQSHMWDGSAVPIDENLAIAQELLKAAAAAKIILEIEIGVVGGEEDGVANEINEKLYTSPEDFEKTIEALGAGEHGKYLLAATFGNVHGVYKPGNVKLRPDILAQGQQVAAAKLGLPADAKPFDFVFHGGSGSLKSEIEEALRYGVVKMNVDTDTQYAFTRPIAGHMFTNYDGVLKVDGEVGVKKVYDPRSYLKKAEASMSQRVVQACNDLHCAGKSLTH
FadD28 FP inh: inhibitors of FadD28 bisubstrate probe binding, primary screen, biochemical, fluorescence polarization, single point | Mycobacterium tuberculosis FadD28 fatty-acid-AMP ligase | inhibition, % at 12.5 µM | 0.22% of 360,000 active | AID 588549, 2011; in the data active = inhibition above about 8.5%, passing the limit was not always enough; inconclusive = no clear call, values can overlap the other calls
* marks the source's active call; other numbers are inactive results; ? = inconclusive; . = not tested or not shown.

Sequence of screens: Rv3671c inh, UGM FP inh, BoNT-F LC inh, GDH-TPI inh, PrPC surface inh, Mtb BioA inh, MazF activator, Mtb FBA inh, FadD28 FP inh
> CNC(=O)c1c(NC(=O)c2cccc(N3C(=O)CCC3=O)c2)sc2c1CCC2
  -6.6, -1.7, 0.2, -7.4, 18.6, -0.4, -31.6, 1.7, -3.2
> CCc1nnc(NC(=O)CCS(=O)(=O)c2ccc(C)cc2)s1
  7.7, -1.7, 5.7, 3.6, -3.9, ., 4.7, 1.7, -0.6
> CCN1CCN(c2ccc(S(=O)(=O)N3CCCCC3)cc2NC(=O)C(C)Oc2ccc(F)cc2)CC1 (stereo not given)
  -5.0, 2.0, -12.2, -0.3, -0.9, -0.4, -2.4, -1.0, -4.2
> CN(C)S(=O)(=O)N1CCN(C(=O)c2cccs2)CC1
  -8.2, 0.7, 5.5, 5.8, 2.5, ., 1.9, 3.7, 0.1
> Cc1cccc2[nH]c(CN(C)C(=O)C3CCC(=O)N(C4CC4)C3)nc12 (stereo not given)
  -6.2, 2.0, 2.2, 3.5, -6.0, -1.2, 2.5, -4.0, -4.8
> COc1ccc(C(=O)NCCSCc2ccccc2C)cc1
  -5.4, 0.3, -3.6, 12.1, 8.8, 1.1, 7.1, -3.3, -0.2
> COc1ccc(CC(N)c2csc(Nc3ncccn3)n2)cc1 (stereo not given)
  ., ., -1.5, 8.8, 37.9*, 4.4, ., 1.8, -2.1
> CC(=O)N[C@@H](Cc1c[nH]c2ccccc12)C(=O)OCC(=O)Nc1ccc(Cl)c(S(=O)(=O)N(C)C)c1
  -6.3, -1.0, 3.0, 3.5, -2.6, ., -13.0, -1.0, -3.2
> CCCCn1c(N)c(N(CC)C(=O)CSc2nnc(-c3ccco3)n2CC)c(=O)[nH]c1=O
  -8.2, -0.4, 2.1, -0.7, 1.8, ., -15.5, 2.6, 0.8
> O=C(COC(=O)CCc1c[nH]c2ccccc12)Nc1cc([N+](=O)[O-])ccc1Cl
  -2.6, -3.1, -5.4, 8.9, -19.7, 1.2, 4.9, -1.2, 1.9
> CN(C(=O)c1ccc(NC(=O)Cc2cccc(NC(=O)C3CCCN(C(=O)C4CCC4)C3)c2)cc1)C1CC1 (stereo not given)
  ., ., -1.6, 3.6, 3.1, 0.2, 4.1, -0.5, -1.4
> CN1CCC(N(C)CC(=O)Nc2ccccc2N2CCOCC2)CC1
  -1.5, 2.7, ?, -3.5, -2.4, 0.5, 3.6, 7.5, -2.8
> Cc1[nH]c2ccccc2c1C1=NNC(=Nc2ccc(F)cc2)SC1
  -5.2, 3.6, -8.5, 2.2, 12.4, ., 1.4, -4.6, -3.0
> CCC1=NN(C(=O)c2cccnc2)C(O)(C(F)(F)F)C1 (stereo not given)
  7.7, 0.8, -0.6, 7.7, 1.0, ., 5.9, -2.1, 0.1
> O=c1[nH]nc(CNc2cccc(C(F)(F)F)c2)c2ccccc12
  -3.0, 0.2, 0.7, -6.2, 4.2, 1.0, 10.7, 0.3, -4.5
> O=c1c2ccc([N+](=O)[O-])cc2ncn1CCOc1ccccc1
  4.6, 1.6, -9.4, 6.2, -32.6, ., 14.8, 1.9, -4.6
> CCOc1cc(NC(=O)c2ccco2)c(OCC)cc1NC(=O)c1ccco1
  -2.6, -0.7, -2.7, -1.5, 1.0, -2.2, 7.4, -2.1, 0.2
> CC1NC(=O)c2cccnc2-n2c1nc1cc(F)ccc1c2=O (stereo not given)
  ., ., -11.7, 3.3, 3.5, -2.4, 5.8, 1.1, -1.5
> COc1ccc(C2=CC(=O)OC(C)(c3ccccc3)O2)cc1 (stereo not given)
  -1.4, 0.6, -12.9, 9.0, 0.2, ., -8.6, 2.0, -1.3
> Cc1ccc(C(=O)Nc2ccccc2-c2ccccc2)cc1S(=O)(=O)Nc1cccc(C)c1C
  -125.2, 2.3, -10.2, -4.5, 16.9, ., -8.0, -1.2, -1.2
> O=C(CCc1nc(-c2ccccc2F)no1)NCCN1CCOCC1
  -9.5, 0.7, -13.2, 6.7, -2.1, 0.0, 8.2, 2.3, -0.8
> C/C(=N/OC(=O)c1ccc(Br)cc1)c1ccc(C)cc1
  -11.4, 0.2, ?, 0.7, 2.0, 0.2, 6.3, 1.1, 1.0
> CC(=O)Nc1nonc1-c1nc2ccccc2n1C
  0.0, -1.1, 14.4, 11.4, 4.8, -1.6, 3.4, 2.0, 1.3
> Cc1cc(C)cc(N=Cc2[nH]c3ccc(Br)c(Cl)c3c2O)c1
  -15.2, -5.4, 20.3, 5.8, -28.2, ., -11.1, -0.1, -2.3
> O=C(Nc1ccccc1C(=O)Nc1ccccc1C(=O)NCc1ccco1)c1ccco1
  -26.8, -1.4, -9.2, -0.4, -10.9, -0.6, 5.3, -0.3, -6.0
> CCC(Oc1ccccc1)C(=O)Nc1ccccc1C(=O)N1CCOCC1 (stereo not given)
  -7.9, 0.5, -4.2, 2.5, 0.3, -2.1, 9.0, 3.3, -2.2
> CCOc1ccc(NC(=O)CC2C(=O)N(C)C(=S)N2CCCc2ccccc2)cc1 (stereo not given)
  -16.7, -5.1, -1.1, -4.1, 11.7, 0.8, 6.8, -3.2, -3.0
> C=CCn1c(N)c(C(=O)NC2CCCCC2)sc1=S
  0.0, -0.2, -1.5, 14.8, -10.6, -0.5, 2.7, -1.4, 0.2
> CCOc1ccc(NC(=O)c2ccccc2O)cc1
  -4.0, -1.5, 7.2, 9.8, 2.9, -0.1, 1.6, -1.0, -2.0
> CC(C)N1CCc2c(sc(NC(=O)c3ccc([N+](=O)[O-])o3)c2C(N)=O)C1
  3.9, 1.8, -15.3, 9.3, 48.6*, 5.6, ., -14.1, -3.8
> O=C(COc1cccc(Cl)c1)Nc1ccc(N2CCOCC2)cc1
  -2.1, -1.3, -5.8, -6.2, 3.5, ., -6.7, 4.5, -3.8
> N#CCCn1nc(-c2ccccc2)cc1-n1c(C(F)(F)F)nc2ccccc21
  -1.8, 2.9, 17.6, -9.8, -3.3, 0.9, 0.4, -0.6, -3.1
> CC(C)NC(=O)Cn1cc(C(=O)c2ccccc2F)c2ccccc21
  4.7, -0.5, -0.3, 20.9, -1.5, 0.6, -7.7, -4.5, -1.7
> CC(C)(C)N/N=C/c1c(O)n(-c2ccc(Cl)cn2)c(=O)c2ccccc12
  -1.7, 1.7, -4.4, 7.0, -10.4, ., -9.6, 19.1, -3.1
> CN(C)C(=O)NC1c2ccccc2-c2ccccc21
  14.6, 3.6, 2.1, 5.5, 5.5, 0.6, 1.2, 0.0, -1.9
> COC(=O)CCC(=O)Nc1nc(-c2ccccc2)cs1
  -1.8, 0.1, 1.3, 5.2, 8.3, -1.5, -3.8, 3.4, -0.8
> COc1cccc(/C=C/C(=O)c2ccc[nH]2)c1
  8.7, 1.8, -2.0, 18.6, 1.6, -1.6, 9.8, 6.1, -1.2
> Cc1nc(NCc2ccco2)nc2c1C(=O)CC(C)C2 (stereo not given)
  0.2, -0.9, 9.6, 3.4, 5.8, -1.9, 6.1, 5.9, -3.2
> C[C@](N)(CCP(=O)(O)O)C(=O)O
  -3.2, 0.0, -6.0, -3.6, -2.3, -1.1, 4.9, -3.6, -1.7
> COc1ccc(OCC(=O)Nc2ccc3c(c2)nc(CCNC(C)=O)n3C)cc1
  -7.4, -0.1, 11.4, -5.5, -1.9, -1.3, -1.5, -3.2, 1.7

Entries of single compounds as entered above. Values in the order: Rv3671c inh, UGM FP inh, BoNT-F LC inh, GDH-TPI inh, PrPC surface inh, Mtb BioA inh, MazF activator, Mtb FBA inh, FadD28 FP inh
Shown for `CC(C)(C)N/N=C/c1c(O)n(-c2ccc(Cl)cn2)c(=O)c2ccccc12` → -1.7, 1.7, -4.4, 7.0, -10.4, ., -9.6, 19.1, -3.1
Shown for `O=C(Nc1ccccc1C(=O)Nc1ccccc1C(=O)NCc1ccco1)c1ccco1` → -26.8, -1.4, -9.2, -0.4, -10.9, -0.6, 5.3, -0.3, -6.0

New compounds follow:
Sequence of screens: Rv3671c inh, UGM FP inh, BoNT-F LC inh, GDH-TPI inh, PrPC surface inh, Mtb BioA inh, MazF activator, Mtb FBA inh, FadD28 FP inh
> CCCc1ncc(C(O)c2cccc3ccccc23)n1C (stereo not given)
  -3.0, -1.2, ?, -1.9, 0.3, 0.7, -1.1, 5.8, -5.7
> Cc1c(C(=O)N2CCCCC2)sc(NC(=O)C(C)C)c1C#N
  -2.2, 1.5, 0.1, 14.2, 2.6, ., -1.3, 1.9, 0.5
> COc1ccc(N(C)C(=O)c2cc3c(s2)-c2ccccc2OC3)c(OC)c1
  -22.0, -1.8, -4.7, 29.7, 6.0, -2.5, 2.4, 4.2, -3.1
> Cc1cccc(NC(=O)COc2cccc3c2CCN(C)C3=O)c1
  1.3, -0.4, -7.3, 3.1, 5.8, 0.5, 2.4, 6.0, -0.5
> Cc1ccc(NC(=O)CN2C(=O)CN(C)C2=O)cc1S(=O)(=O)N1CCCCC1
  2.6, 2.9, -20.3, -4.2, 0.0, ., 2.9, 0.5, -0.6
> COC(=O)C1CCN(C(c2cccs2)c2sc3nc(C)nn3c2O)CC1 (stereo not given)
  -12.9, 0.0, 1.0, 16.6, -11.0, 0.3, 9.8, 2.4, 2.0
> Cc1ccccc1CN1C(=O)Nc2ccccc2C(=O)N1C(C)(C)C
  -5.7, 2.5, -9.5, 10.2, 2.2, -2.5, -3.7, -2.1, -0.6
> Cc1cccc(NC(=O)c2cccc(NC(=O)Cc3cccs3)c2)c1
  -10.2, 0.1, -15.4, -8.6, 10.4, ., 18.1, 4.1, -5.9
> CN(Cc1ccccc1)C(=O)CCSc1nc(-c2ccc3c(c2)OCO3)cc(C(F)(F)F)n1
  -15.1, 2.5, -1.8, 19.4, -9.1, 0.2, -8.6, 1.5, -4.6
> O=C(c1ccco1)N1CCN(Cc2cn[nH]c2-c2ccc(F)cc2F)CC1
  -4.2, -0.8, -1.9, 9.8, -8.0, ., 8.7, -1.9, -1.9
> O=C(NCC1COc2ccccc2O1)c1cc2ccccc2o1 (stereo not given)
  -7.5, 0.1, -0.1, 2.2, -2.7, -2.1, -4.5, 1.3, -0.9
> Cc1cc(N2CCC(C(=O)N3CCN(c4cccc(C)c4C)CC3)CC2)n2ncnc2n1
  -1.3, -1.8, -5.7, -2.8, 6.4, 0.9, 1.8, 1.5, -1.1
> CN1CCc2c(sc3nc(SCC(N)=O)n(-c4ccccc4)c(=O)c23)C1
  -0.3, 0.7, 3.0, 15.7, 6.6, -2.7, 12.1, 4.1, 1.0
> Cc1ccc(NC(=O)c2ccc(=O)[nH]n2)cc1S(=O)(=O)Nc1ccccc1Cl
  -3.8, 1.8, -0.8, 6.0, 7.3, -0.2, 2.1, -5.6, -3.1
> Cc1ccc(NC(=O)C2CCN(S(=O)(=O)c3ccc4c(c3)CCCC(=O)N4)CC2)c(Br)c1
  -14.9, -1.3, -3.9, 8.4, 6.2, -4.9, 9.4, 3.8, -1.8

Screening data from PubChem.
